# From PubChem BioAssay
# HepG2 viability: qHTS for Inhibitors of TGF-b: Cytotox Counterscreen; AID 588856, 2011; Potency, µM (series often up to 46.1 µM), inactives show at the top dose activity change, negative = cytotoxicity, actives largely listed as cytotoxic; 410,000 tested, 0.76% active; HepG2 CAGA-GFP viability, ATP luminescence, 18 h; also: some results filed as inactive show a strong effect at the top dose
#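 HepG2 CAGA-GFP cells (1000/well, DMEM with 1% FBS) received compound, then TGF-beta at 500 pg/mL final, and were incubated 18 hours at 37 degrees C. Viability was read by CellTiter-Glo luminescence. Media-only wells were set as complete cell-killing and DMSO as no toxicity.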
# A549 viability: Nrf2 qHTS screen for inhibitors: counterscreen for cytotoxicity | A549 ARE-Fluc cells, CellTiter-Fluor viability, 18-24 h | Potency, µM (top dose mostly 46 µM), for inactives: at the top dose activity change, negative = cytotoxicity, actives largely listed as inhibitors | 390,000 tested, 0.16% active | AID 504648, 2011; also: % is scaled to controls: 0 for no effect and ±100 for the full control effect
#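 A549 ARE_Fluc cells in 5% FBS OPTI-MEM were exposed to compounds in concentration-response for 18-24 h at 37 deg C. Viability was read by CellTiter-Fluor fluorescence (Ex 405/Em 525) after 30 min, before the luciferase read.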
# EPAC2 antagonist: qHTS for Antagonist of cAMP-regulated guanine nucleotide exchange factor 2 (EPAC2): primary screen; EPAC2 GEF exchange of Rap1B-BODIPY-GDP, fluorescence; Rap guanine nucleotide exchange factor 4 (Homo sapiens), Q8WZA2; 360,000 tested, 0.18% active; Potency, µM (top dose mostly 114 µM), inactives show at the highest dose activity, negative = inhibition, actives largely listed as inhibitors; AID 720708, 2013; also: % is scaled to controls: 0 for no effect and ±100 for the full control effect; nearly all actives have a fitted effect of over 45% in size; many of its hits are not listed in these tables
# Target sequence (Q8WZA2 whole entry, looked up): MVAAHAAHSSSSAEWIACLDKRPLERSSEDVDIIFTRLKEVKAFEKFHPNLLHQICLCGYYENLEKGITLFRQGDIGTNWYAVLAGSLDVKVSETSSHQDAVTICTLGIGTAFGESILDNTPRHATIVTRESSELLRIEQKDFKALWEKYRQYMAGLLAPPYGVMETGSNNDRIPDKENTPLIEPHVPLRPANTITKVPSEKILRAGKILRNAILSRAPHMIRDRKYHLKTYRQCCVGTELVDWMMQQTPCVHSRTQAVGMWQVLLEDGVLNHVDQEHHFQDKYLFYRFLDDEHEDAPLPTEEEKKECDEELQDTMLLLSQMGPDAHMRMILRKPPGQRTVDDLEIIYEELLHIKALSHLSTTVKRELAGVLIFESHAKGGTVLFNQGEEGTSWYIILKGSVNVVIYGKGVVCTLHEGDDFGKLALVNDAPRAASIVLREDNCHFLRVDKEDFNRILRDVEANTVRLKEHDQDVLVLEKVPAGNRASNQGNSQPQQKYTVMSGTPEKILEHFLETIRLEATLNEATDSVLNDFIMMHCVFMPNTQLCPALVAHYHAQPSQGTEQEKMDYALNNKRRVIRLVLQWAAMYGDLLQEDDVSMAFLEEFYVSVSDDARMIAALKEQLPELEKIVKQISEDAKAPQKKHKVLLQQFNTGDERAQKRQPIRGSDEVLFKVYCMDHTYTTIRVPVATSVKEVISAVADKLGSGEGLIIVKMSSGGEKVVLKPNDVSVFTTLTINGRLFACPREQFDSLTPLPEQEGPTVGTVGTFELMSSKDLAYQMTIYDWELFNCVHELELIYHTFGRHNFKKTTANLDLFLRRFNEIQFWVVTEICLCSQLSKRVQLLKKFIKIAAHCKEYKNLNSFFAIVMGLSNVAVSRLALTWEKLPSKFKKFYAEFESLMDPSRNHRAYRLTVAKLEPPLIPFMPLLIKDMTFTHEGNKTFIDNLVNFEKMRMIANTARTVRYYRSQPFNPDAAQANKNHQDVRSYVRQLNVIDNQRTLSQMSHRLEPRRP
# Nrf2 ARE act: qHTS of Nrf2 Activators | AREc32 ARE-luciferase reporter (MCF7-derived line), luminescence, 24 h | Potency, µM (titrated, usually from 46.1 µM), for the others: at the highest dose activation, most hits filed as activators | 410,000 tested, 0.31% active; also: % of control where 0% means no effect; nearly all actives have a fitted effect of over 65% in size
#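 AREc32_Fluc, 1000 cells/well, OPTI-MEM + 5% FBS, o/n 37 deg C 5% CO2; 23 nL cpd by pin tool, 24 hr; Steady-Glo 30 min RT, luminescence.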
# Nrf2 block: Nrf2 qHTS screen for inhibitors. A549 ARE-Fluc reporter, luciferase luminescence, 18-24 h. Potency, µM (highest dose often 46 µM), inactives show at the highest dose activity change, negative = inhibition, hits mostly inhibitors. 360,000 tested, 2.1% active. AID 504444, 2011; also: % is scaled to controls: 0 for no effect and ±100 for the full control effect; nearly all actives have a fitted effect of over 60% in size
#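 A549 ARE_Fluc cells, 5000/well, 5% FBS OPTI-MEM; compounds in dose-response, 18-24 h at 37 °C/5% CO2; CellTiter-Fluor viability read (Ex 405/Em 525), then BugLite luciferase luminescence = Nrf2 activity.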
# S2 tox: Viability Counterscreen for Primary qHTS for Inhibitors of ATXN expression. S2 cells (HEK-293 line with an ATXN2-luciferase reporter) viability, CellTiter-Fluor protease fluorescence, 24 h. 400,000 tested, 0.49% active. Potency, µM (doses to about 56.7 µM), actives largely listed as cytotoxic; also: nearly all actives have a fitted effect of over 40% in size
# TGFb inhibitor: qHTS for Inhibitors of TGF-b. AID 588855, 2011. 410,000 tested, 1.2% active. Potency, µM (titrated, usually from 46.1 µM), for the others: top-dose activity, negative = inhibition, usual class: inhibitors. HepG2 CAGA-GFP TGF-b/SMAD3 reporter, GFP fluorescence, 18 h; TGF-beta stimulated, 500 pg/mL final; also: % is scaled to controls: 0 for no effect and ±100 for the full control effect; nearly all actives have a fitted effect of over 65% in size
#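 HEPG2 CAGA-GFP, 1000 cells/well; 2 h settle, 37 C; cpd via pin tool; TGF-b 500 pg/mL final; 18 h, 37 C; GFP imaging ex488/em500-530; %Activity normalised to -TGF-b and +DMSO controls; CRC fit, curve class.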
# ATXN2 expr inh: Primary qHTS for Inhibitors of ATXN expression | HEK-293 ATXN2-luciferase reporter, luminescence, 24 h | Potency, µM (doses to about 57 µM), for inactives: at the highest dose activity change, negative = inhibition, most hits filed as inhibitors | 360,000 tested, 0.72% active; also: % is scaled to controls: 0 for no effect and ±100 for the full control effect; nearly all actives have a fitted effect of over 55% in size
#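 qHTS (up to 57 uM final) was run with 24 h compound exposure of reporter cells at 37 °C. Each well was multiplexed: SteadyGlo luminescence measured ATXN2-luciferase expression after a fluorogenic Gly-Phe-AFC viability readout (25 uM final).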
# MCF10A rereplic: A quantitative high throughput screen for small molecules that induce DNA re-replication in MCF 10a normal breast cells; MCF 10A DNA re-replication, Hoechst nuclear intensity, 48 h; Potency, µM (top dose mostly 46.1 µM), for inactives: at the top dose activity, positive = re-replication, actives largely listed as activators; 350,000 tested, 2.9% active; AID 624296, 2012; also: % of control where 0% means no effect; nearly all actives have a fitted effect of over 50% in size
# * marks the source's active call; other numbers are inactive results; i = inactive; ? = inconclusive; / = not tested or not shown; & = joins results of further samples; [ ] = dose if it differs, or a comment. Calls follow the shape of the dose curve; as a rule, active = well fitted curve in the direction sought with a large enough effect; inconclusive = small, poorly fitted or top-dose-only effect, or another doubt; inactive = no such curve, though single readings can be large; an effect the other way counts as inactive or inconclusive. Potency is read from the fitted curve at half-maximal effect.
# Results follow in this order: HepG2 viability	A549 viability	EPAC2 antagonist	Nrf2 ARE act	Nrf2 block	S2 tox	TGFb inhibitor	ATXN2 expr inh	MCF10A rereplic
> O=C(CSc1nc2ccccc2n1CCc1ccccc1)NC1CC1
 : -23%	9%	2%	2.2%	-7%	i	-6%	17%	-3%
> COc1ccc(-c2ncc3ccccn23)cc1
 : -14%	1%	3%	8.6%	/	i	-2%	35%[activator]	-2%
> CN(C(=S)Nc1ccccc1F)C1(c2ccccc2Cl)CCCCC1=O (configuration not stated)
 : 2%	0%	5%	-0.3%	-17%	i	-13%	-7%	-3%
> O=C(COC(=O)c1cccs1)NCCCc1ccccc1
 : 25%	6%	1%	2.8%	8%	i	1%	21%	-3%
> Cc1ccc(N2C(=O)NC(NS(=O)(=O)c3ccccc3)(C(F)(F)F)C2=O)cc1C (configuration not stated)
 : 10%&-4%	-8%&2%	2%	-0.9%&-0.2%	0%&3%	?	-23%&1%	0%&-4%	-1%
> COc1ccc(-c2nc(C#N)c(N3CCC(C(N)=O)CC3)o2)cc1
 : -10%&9%	-14%&2%	9%	0.8%	?	i	?	5%	1%
> Cc1ccc(CCNC(=O)c2ccc3[nH]c(C)c(C)c3c2)cc1
 : -25%	3%	/	0.4%	4%	/	?	/	/
> CCC(=O)N1CCc2cc(Br)cc(S(=O)(=O)N3CCC(C(=O)Nc4ccccc4F)CC3)c21
 : -28%	1%	/	0.3%	13µM*	i	-29%	-14%	/
> Cc1cc(C)cc(OCc2nnc(SCC(=O)NC3CC3)n2C)c1
 : 20%	2%	6%	0.2%	3%	i	-3%	4%	-14%
> CCOC(=O)c1cc(-c2ccccc2)sc1NC(=O)CN1C(=O)c2ccccc2C1=O
 : 0%	1%	9%	0.1%	-14%	i	6%	6%	0%
> Cc1cccc(NC(=S)Nc2ccc(Oc3ccccc3)cc2)n1
 : -6%	1%	-7%	0.2%	?	i	?	-3%	10%
> Cc1cc(OC(C)C(=O)NCCCn2ccnc2)c2c(C)c(C)c(=O)oc2c1 (configuration not stated)
 : 2%	0%	0%	0.8%	8%	i	-2%	10%	0%
> O=C(c1ccc(Br)cc1)N1CCC(C(=O)N2CCN(c3ccccc3)CC2)CC1
 : -28%	1%	2%	0.1%	?	i	-23%	-18%	-26%
> Cc1noc(NS(=O)(=O)c2ccc(N/C=C\C(=O)c3ccccc3)cc2)c1C
 : -11%	-6%	-14%	8.9%	3%	i	1%	4%	?
> OCCN(Cc1ccccc1)C(=S)Nc1ccc(F)cc1
 : -14%	-4%	-15%	0.1%	9%	/	-2%	-7%	0%
> O=C(NCc1ccccc1Cl)C1CCCN1C(=O)Nc1ccccc1 (configuration not stated)
 : 3%	2%	6%	0.6%	-1%	i	3%	-1%	-5%
> Cc1c([N+](=O)[O-])c(C(=O)NC2CCCCC2)nn1C
 : -8%	5%	-4%	0.2%	-2%	i	-15%	-3%	4%
> Cc1ccc(C(=O)NNC2=NCCC2)cc1
 : -28%	-3%	-3%	0.3%	2%	i	4%	3%	2%
> O=C(O)c1ccc(CSc2nnc(-c3ccccc3Cl)n2-c2ccccc2)cc1
 : 7%	-4%	0%	-0.2%	11%	i	17%	9%	19%
> FC(F)(F)c1cnc2c(c1)[nH]c(=S)n2-c1ccc(Cl)cc1
 : -47%	-8%	2%	-1.1%	?	i	?	-29%	?
> Cc1n[nH]c(=O)n1-c1ccc(C(C)(C)C)cc1
 : 9%	4%	-2%	0.3%	-28%	i	9%	0%	0%
> Cc1cc(Cl)ccc1NC(=O)COC(=O)c1cc([N+](=O)[O-])ccc1N1CCOCC1
 : 3%	-8%	-11%	-0.1%	-15%	i	1%	-5%	-1%
> CCN(C(=O)CSc1nnc(Cn2nnc3ccccc32)o1)c1nc(-c2ccccc2)cs1
 : 6%	1%	17%	-0.7%	6%	i	8%	-34%	14%
> O=c1[nH]c2ccccc2n1C1CCN(CCOc2ccccc2)CC1
 : 0%	/	14%	-0.1%	/	i	7%	/	/
> O=C(COC(=O)c1ccco1)Nc1cccc(S(=O)(=O)N2CCCCC2)c1
 : -3%	10%	-1%	0.0%	4%	?	4%	/	-1%
> COc1ccc(NC(=O)CN(C)C(=O)c2ccccc2SCC(=O)N2CCCC2)cc1
 : 0%	2%	24%	2.8%	4%	?	-11%	7%	6%
> CC(C)Oc1ccc(CNC(=O)c2cnc3sc(N4CCCCC4)nn3c2=O)cc1
 : -33%	13%	/	4.6%	?	i	-19%	10%	/
> O=C(CCCNS(=O)(=O)c1cccc2nsnc12)N1CCCCC1
 : -7%	0%	12%	2.8%	0%	i	0%	20%	?
> CC(C)C[C@H]1CNC(=O)C(=O)N1C[C@H](C)NC(=O)Cc1ccccc1
 : 3%	3%	-22%	0.4%	11%	i	-25%	-1%	-12%
> Cc1ccc(S(=O)(=O)N2CCC(C(=O)N3CC(C)OC(C)C3)CC2)cc1 (configuration not stated)
 : 0%	-4%	8%	-0.3%	-2%	i	1%	6%	-1%
> CCC(CC)c1nnc(NC(=O)C2COc3ccccc3O2)s1 (configuration not stated)
 : -24%	-2%	-2%	-0.7%	/	i	26%	32%[activator]	-21%
> COc1ccccc1S(=O)Cc1ccc(C(=O)NCCc2ccc(Cl)cc2)o1 (configuration not stated)
 : -31%	0%	12%	0.9%	-18%	i	-27%	?	3%
> Fc1cccc(Cl)c1COc1ccc(-c2nnco2)cc1
 : -1%	1%	?	1.6%	?	i	3%	-4%	27%
> COc1ccc(C2CC(c3ccccc3OC(C)=O)=NN2C(=O)/C=C/c2ccccc2)cc1 (configuration not stated)
 : -7%	-7%	2%	5.6%	2%	i	-12%	-12%	9%
> COCCNC(=O)C1CCCN(Cc2ccc(C#N)cc2)CC1 (configuration not stated)
 : -24%	/	8%	-0.4%	/	i	4%	3%	/
> Cc1cccc(-n2nc3c(c2NC(=O)c2ccc(Br)o2)CSC3)c1C
 : 1%	0%[1.84 µM]	10%	0.0%	-11%	i	5%	0%	-10%
> Cc1noc(C)c1S(=O)(=O)Nc1cc(C(F)(F)F)ccc1N1CCOCC1
 : -4%	9%	1%	-0.7%	?	i	-7%	-19%	9%
> Cc1cccc(C)c1N=C1C(=O)Nc2ccccc21
 : 3%	-17%	?	-0.6%	18µM*	i	0%	2%	-2%
> CCOC(=O)C1C(C(=O)Nc2cccc(C(F)(F)F)c2)C1C(=O)NC(C)C (configuration not stated)
 : -11%	-1%	-13%	-0.3%[9.22 µM]	2%	i	0%	-13%	-16%
> Cc1nn(Cc2c(F)c(F)c(F)c(F)c2F)c(C)c1NC(=O)c1ccnn1C
 : 0%	5%	1%	1.3%	-13%	i	0%	4%	1%
> COc1ccc(OC)c(N/C(C)=C/C(=O)c2ccncc2)c1
 : 5%	-16%	10%	-0.3%	-8%	i	-30%	-8%	5%
> O=C(Nc1ccc(S(=O)(=O)N2CCOCC2)cc1)c1ccc(F)cc1
 : -1%	1%	-8%	-0.4%	18%	i	3%	0%	1%
> CSc1nn2c(C(F)(F)F)cc(C(F)(F)F)nc2c1C(N)=O
 : -26%	0%	-6%	0.1%	?	i	-3%	15%	-2%
> O=C(Nc1ccc(Cl)cc1)C1CCN(c2nc3ccccc3nc2C(F)(F)F)CC1
 : -18%	-9%	/	-0.4%	?	i	-5%	-16%	/
> CN1CCc2c(sc(NC(=O)c3ccco3)c2C(N)=O)C1
 : -21%	1%	-5%	2.4%	10%	i	-6%	11%	-1%
> COc1ccc(C)cc1NC(=O)Cc1c(C(=O)O)c(C)cn1C
 : -3%	8%	/	0.0%	/	i	-11%	1%	/
> CC1(C(=O)NCc2cccc(Cl)c2)Cc2c(-c3ccc4c(c3)OCO4)ccnc2O1 (configuration not stated)
 : -28%	/	1%	5.6%	/	i	?	-22%	/
> COc1cccc(-c2cnc(C(O)c3c(C)ccc4ccccc34)[nH]2)c1 (configuration not stated)
 : -6%	/	-16%	5.5%	/	i	-16%	-1%	/
> Cn1nnc2cc(C(=O)NCc3ccco3)ccc21
 : -17%	9%	0%	3.0%	18%	i	1%	-2%	0%
> CC[n+]1c(/C=C(\C)SC)sc2ccccc21
 : -13%	-18%	-6%	2.1%	21µM*	i	-25%	-24%	-6%
> COc1cc([N+](=O)[O-])ccc1NC(=O)Nc1cnccn1
 : 19%	-12%	4%	-0.7%	?	i	4%	-4%	2%
> COC(=O)[C@H]1C[C@H](OC(=O)Nc2c(C)noc2C)[C@@]2(O)CN(S(=O)(=O)c3ccc(C)cc3)CC2[C@H]1C(=O)OC (some centres not stated)
 : -4%	/	-1%	-0.8%	/	i	3%	2%	/
> COc1ccc(NC(=O)CSc2c3c(nc4ccccc24)CCCC3)c(OC)c1
 : -51%	-7%	-2%	-1.4%	1%	/	0%	?	21µM*
> CC(C)CNC(=O)c1ccc(-c2ccc(F)c(F)c2)c2ccoc12
 : -24%	/	-13%	4.9%	/	i	-8%	1%	/
> CCN(CC(=O)NCc1ccc(Cl)cc1)C(=O)CCOc1ccccc1C
 : -15%	-2%	-9%	-0.8%	-20%	i	-18%	5%	1%
> CC(OC(=O)/C=C/c1ccccc1)C(=O)Nc1cccc(C#N)c1 (configuration not stated)
 : -6%	?	-7%	3.6%	19%	i	-28%	-2%	?
> Cc1ccc(NC(=O)c2ccccc2F)nc1
 : -15%	-1%	-2%	3.4%	?	i	10%	-24%	?
> NC(=O)N/N=C/c1ccc(-n2nncc2-c2ccc(Cl)cc2)cc1
 : -18%	1%	4%	3.3%	-11%	i	3%	-36%	0%

# Some of the compounds tested (hit frequency here may not be typical).
